POLK inh: DNA polymerase kappa (human) inhibition | AID 588579 | hit rate 0.53% among 400,000 | purified Pol kappa, fluorescent DNA synthesis assay, 10 min | Potency, µM (series often up to 107 µM), without a hit: top-dose activity, negative = inhibition, most hits filed as inhibitors | Q9UBT6; also: % is scaled to controls: 0 for no effect and ±100 for the full control effect
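First, compounds were pin-transferred onto 10 nM Pol kappa. After 15 min at room temperature, substrate was added to 50 nM final. Fluorescence was then measured kinetically at 0 and 10 min.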
G9a block: inhibitors of human histone lysine methyltransferase G9a; Potency, µM (doses to about 102 µM), for the others: top-dose activity, negative = inhibition, most hits filed as inhibitors; hit rate 8.8% among 350,000; G9a H3K9 monomethylation, AlphaScreen, 2 h; Q96KQ7; AID 504332; also: % is scaled to controls: 0 for no effect and ±100 for the full control effect; nearly all actives have a fitted effect of over 75% in size
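Readings reflect AlphaScreen signal from monomethyl-H3K9 antibody detection. HMT at 20 nM; substrate b-H3K9 500 nM; cofactor SAM 20 uM; 2 h RT reaction; compounds tested as titrations in qHTS with 15 min preincubation.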
APEX1 inh: inhibitors of human APE1 endonuclease; recombinant APE1, TAMRA/BHQ-2 abasic DNA cleavage fluorescence; hit rate 0.35% among 350,000; Potency, µM (series often up to 65.8 µM), inactives show at the top dose activity change, negative = inhibition, hits mostly inhibitors; P27695;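 also: plate controls were vehicle for no effect and reference inhibitor for full effect; nearly all actives have a fitted effect of over 55% in size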
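Readout is kinetic fluorescence (ex 525, em 598 nm) from cleavage of 50 nM TAMRA/BHQ-2 THF abasic duplex by 0.75 nM APE1, compound added 15 min beforehand at RT.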
POLI inh: DNA polymerase iota (human) inhibition; Q9UNA4; Potency, µM (highest dose often 115 µM), for the others: at the top dose activity, negative = inhibition, most hits filed as inhibitors; hit rate 1% among 390,000; Pol iota fluorescent replication assay, 10 min
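Fluorescent replication assay read twice, at 0 min and 10 min after adding 50 nM (final) substrate. Enzyme (10 nM) and compounds were first incubated 15 min at room temperature; enzyme-free buffer wells were negative controls.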
JMJD2A Tudor inh: blocks the human JMJD2A Tudor domain; Potency, µM (highest dose often 114 µM), for the others: at the top dose activity change, negative = inhibition, hits mostly inhibitors; hit rate 4.4% among 390,000; O75164; AlphaScreen JMJD2A-Tudor / H3K4me3 peptide binding; AID 504339; also: % is scaled to controls: 0 for no effect and ±100 for the full control effect; nearly all actives have a fitted effect of over 50% in size
Pol beta inh: DNA polymerase beta (human) inhibition; P06746; Pol beta primer extension/strand displacement, fluorescence kinetic; Potency, µM (top dose mostly 114 µM), inactives show top-dose activity change, negative = inhibition, most hits filed as inhibitors; hit rate 1.3% among 340,000; AID 485314; also: % is scaled to controls: 0 for no effect and ±100 for the full control effect
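Reaction started by 50 nM substrate onto compound-treated Pol beta (10 nM, 15 min preincubation, room temperature); plates read at 0 min and 10 min. Normalized concentration-effect data fitted by four-parameter Hill equation.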
Pol eta inh: blocks human DNA polymerase eta activity; Potency, µM (titrated, usually from 114 µM), without a hit: top-dose activity change, negative = inhibition, hits mostly inhibitors; recombinant Pol eta, fluorescent DNA replication assay; hit rate 1.2% among 390,000; Q9Y253; also: % is scaled to controls: 0 for no effect and ±100 for the full control effect
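Pol eta at 10 nM preincubated with compounds 15 min at room temperature; reaction started with fluorescent substrate (50 nM final) and read kinetically at 0 and 10 min.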
BAZ2B block: BAZ2B (human) inhibition; Q9UIF8; AlphaScreen BAZ2B-H3K14Ac peptide displacement; Potency, µM (series often up to 114 µM), for inactives: at the top dose activity change, negative = inhibition, actives largely listed as inhibitors; hit rate 4.4% among 360,000; AID 504333; also: % is scaled to controls: 0 for no effect and ±100 for the full control effect; nearly all actives have a fitted effect of over 60% in size
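AlphaScreen displacement: compounds (up to 110uM) incubated 30 min at room temperature with a preformed 50 nM BAZ2B/50 nM biotinylated H3K14Ac peptide complex in PBS pH 7.4 with Tween-20. Donor and acceptor beads at 10 ug/mL final added, 20 min light-protected before reading.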
BLM inh: Bloom syndrome helicase (human) inhibition. recombinant BLM DNA unwinding, fluorescence dequenching. Potency, µM (titrated, usually from 56.1 µM), for inactives: at the highest dose activity change, negative = inhibition, actives largely listed as inhibitors. hit rate 0.2% among 350,000. AID 2528;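 also: plate controls were vehicle for no effect and no enzyme for full effect; nearly all actives have a fitted effect of over 35% in size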
* = called active by the depositor; ? = inconclusive; · = no result given; [ ] = another dose, or the depositor's remark. Calls follow the shape of the dose curve; as a rule, active = well fitted curve in the direction sought with a large enough effect; inconclusive = small, poorly fitted or top-dose-only effect, or another doubt; inactive = no such curve, though single readings can be large; an effect the other way counts as inactive or inconclusive. Potency is read from the fitted curve at half-maximal effect. This is a subset (hit frequency here may not be typical).

SMILES	POLK inh	G9a block	APEX1 inh	POLI inh	JMJD2A Tudor inh	Pol beta inh	Pol eta inh	BAZ2B block	BLM inh
CCN(CC(=O)Nc1cc(OC)ccc1OC)Cc1nc2ccccc2c(=O)[nH]1	-3%	10%	1%	117%[activator]	-11%	16%	-11%	-12%	-3%
Cc1sc2c(c1C)c(=O)n(-c1ccccc1)c1nncn21	-16%	24%[59 µM]	-4%	3%	-25%	16%	2%	6%	2%
O=C(COC(=O)c1cccc(Cl)c1Cl)NCc1cccs1	0%	?	-17%	18%	16%	·	-23%	4%	·
CCCCNC(=O)CSc1nc2ccccc2c(=O)n1CC1COc2ccccc2O1 (stereo unspecified)	-14%	15%[59 µM]	-3%	10%	4%	1%	9%	4%	-2%
O=C(CSc1nnnn1Cc1ccccc1)Nc1cccc(F)c1	-1%	17%	43%	0%	-10%	-17%	-6%	-9%	-7%
CCOC(=O)c1c(-c2ccc(C)cc2)csc1NC(=O)c1cc(=O)c2cc(C)ccc2o1	-1%	?	·	4%	56µM*	20%	·	?	5%
COc1ccc(OC)c(NC(=O)c2cc3ccccc3o2)c1	-5%	-45%[59 µM]	-4%	3%	12%	2%	-2%	-16%	1%
OCCC1CN(Cc2ccc3nsnc3c2)CCN1CCc1ccccc1 (stereo unspecified)	-16%	0%	5%	34%[activator]	-14%	11%	-3%	-10%	-2%
O=C(c1ccco1)N1CCN(C(=O)C2(S(=O)(=O)c3ccc(Cl)cc3)CC2)CC1	-1%	-10%[59 µM]	12%	2%	9%	11%	-7%	-6%	-1%
CCN(CC)C(=O)/C(=C\c1cccc([N+](=O)[O-])c1)NC(=O)c1ccco1	-13%	1%[59 µM]	1%	44%[activator]	-21%	21%	-12%	3%	2%
CCOc1[nH]n(-c2ccccc2)c(=O)c1C=NCc1ccncc1	5%	5%	1%	16%	-3%	9%	-10%	-20%	-6%
COC(=O)N1CCC2(CCCN(Cc3cc(C(F)(F)F)cc(C(F)(F)F)c3)C2)CC1	-4%[60.1 µM]	-10%[12.7 µM]	4%	·	·	·	·	·	4%
c1ccc(Cn2nnc3c(N4CCCC4)ncnc32)cc1	-6%	9%	3%	-27%	-10%	0%	-4%	8%	-3%
Cc1ccc(C2C(=O)N(C3CCCCCC3)CC(=O)N2C(C)C)cc1 (stereo unspecified)	-7%[60.1 µM]	4%[59 µM]	·	27%	-10%	0%	-2%	3%	1%
Cc1ccc(C)c2nc(Cl)c(C3NC(=O)c4ccccc4N3)cc12 (stereo unspecified)	5%	2%	4%	-15%	2%	31%	-5%	1%	-1%
COc1ccc(C(CNC(=O)c2cccn2C)N2CCOCC2)cc1 (stereo unspecified)	6%	10%[12.7 µM]	42%	16%	-16%	·	-8%	-26%	·
CN(Cc1ccccc1)C(=O)CC(c1ccccc1)c1cc(Cl)ccc1O (stereo unspecified)	-11%	-5%	-3%	3%	-32%	-2%	-7%	-1%	-7%
COC(=O)C(NC(=O)CNS(=O)(=O)c1ccc(Br)cc1)c1ccccc1 (stereo unspecified)	-11%	-1%	1%	117%[activator]	-10%[11.4 µM]	0%	-11%	1%	0%
O=C(c1cccs1)N1CCN(c2ccc(Cl)cc2)CC1	6%	-11%	-8%	19%	-2%	-4%	-18%	-14%	-1%
O=C(Oc1ccc(O)cc1)C12CC3CC(CC(C3)C1)C2	-10%	40µM*	3%	17%	56µM*	0%	-10%	-20%	-17%
COc1ccc2c(c1)c(CC(=O)NCc1cc([N+](=O)[O-])ccc1O)c(C)n2C(=O)c1ccc(Cl)cc1	-35%	?	62%[activator]	?	?	40µM*	45µM*	-31%	-6%
O=C(CCS(=O)(=O)c1ccccc1)Nc1nnc(C(F)(F)F)s1	0%	40µM*	19%	6%	-26%	50µM*	-10%	?	0%
COC(=O)C1=C(C)NC(=O)NC1c1ccco1 (stereo unspecified)	4%	-4%	8%	43%[activator]	7%	1%	-8%	-14%	-3%
O=S(=O)(NC1CCCCC1)c1ccc(Cl)s1	-19%	-33%[2.33 µM]	-10%	9%	-3%	-3%	-8%	5%	-6%
CC(C)c1ccc(C(=O)NN2CCOCC2)cc1	14%	0%	-7%	45%[activator]	2%	-8%	-15%	-16%	-6%
CCCC(=O)Nc1nc2nc(-c3ccccc3)cc(=O)n2[nH]1	2%	17%	-2%	-2%	-23%	5%	-6%	21%	-8%
Cc1cc(C(=O)COc2ccc(C#N)cc2)c(C)n1C1CC1	-3%	-43%	16%	42%[activator]	-13%	·	-16%	-3%	·
Cc1ccc2[nH]c(=O)c(CN(C(=O)c3cccs3)c3ccccc3)cc2c1	-3%	4%	2%	11%	-6%	0%	-5%	-13%	-4%
C#CCOCCOCCOCCNc1nc(N2CCOCC2)nc(N2CCN(C(=O)[C@H](Cc3ccc(O)cc3)n3cc([C@@H](N)C(C)CC)nn3)CC2)n1 (stereo partly specified)	-11%	?	-8%	1%	?	0%	-4%	-30%	-4%
Cc1c(NC(=S)NC(=O)c2cc3ccccc3o2)c(=O)n(-c2ccccc2)n1C	-11%	21%[59 µM]	7%	22%	-10%	-6%	-11%	4%	2%

Record cards, as listed above.
C#CCOCCOCCOCCNc1nc(N2CCOCC2)nc(N2CCN(C(=O)[C@H](Cc3ccc(O)cc3)n3cc([C@@H](N)C(C)CC)nn3)CC2)n1 (stereo partly specified) in the list: POLK inh: -11%; G9a block: ?; APEX1 inh: -8%; POLI inh: 1%; JMJD2A Tudor inh: ?; Pol beta inh: 0%; Pol eta inh: -4%; BAZ2B block: -30%; BLM inh: -4%
COC(=O)C1=C(C)NC(=O)NC1c1ccco1 (stereo unspecified) in the list: POLK inh: 4%; G9a block: -4%; APEX1 inh: 8%; POLI inh: 43%[activator]; JMJD2A Tudor inh: 7%; Pol beta inh: 1%; Pol eta inh: -8%; BAZ2B block: -14%; BLM inh: -3%

The results go on.
SMILES	POLK inh	G9a block	APEX1 inh	POLI inh	JMJD2A Tudor inh	Pol beta inh	Pol eta inh	BAZ2B block	BLM inh
COc1ccc(C2=NOC(Cn3nc(C(=O)NCC4CC4)cc3-c3ccccc3)C2)cc1 (stereo unspecified)	-12%	-5%[2.33 µM]	-6%	?	-26%	·	-9%	-2%	·
Cn1cccc1Cc1nnc(SCC(N)=O)n1CCc1ccccc1	-24%	45µM*	-9%	32%[activator]	-20%	-23%	-14%	-26%	0%
COC(=O)Cc1c(O)ccn(Cc2ccc(F)cc2)c1=O	-1%	16%[59 µM]	-1%	9%	-1%	13%	-10%	22%	-10%
C=C(CN(C)C)C(=O)c1ccc(OC2OC(COC(C)=O)C(OC(C)=O)C(OC(C)=O)C2OC(C)=O)cc1 (stereo unspecified)	-7%	·	·	3%	89µM*	·	5%	·	·
COc1ccc(Cl)cc1C(=O)N1CCN=C1SC	2%	4%[59 µM]	-2%	10%	-16%	2%	3%	10%	1%
COc1cccc(NC(=O)/C(C#N)=C\c2cn(Cc3ccc(C)cc3)c3ccccc23)c1	7%	-2%[59 µM]	·	29%	-20%	1%	-13%	-2%	-2%
C=CCn1c(SCC(=O)c2ccc(O)c(O)c2)nnc1-c1ccc(C)cc1	?	-2%[0.501 µM]	-26%	?	?	·	?	?	·
COc1ccc2c(c1)[C@H]1[C@H](CO2)[C@H](c2ccccc2)[C@]2(C)C(=O)Nc3cc(F)c(F)cc3C(=O)N12	5%	6%[2.33 µM]	-3%	17%	-27%	·	-7%	-28%	·
CN(C)c1ccc(P(=O)(CC(=O)N/N=C/c2ccc(C#N)cc2)OCCCl)cc1 (stereo unspecified)	-9%	2%	-3%	-6%	-17%	9%	-8%	-5%	2%
Cc1ccc(NC(=O)C2CCN(S(=O)(=O)c3ccc4[nH]c5c(c4c3)CCCCC5)CC2)cc1	-17%	-36%[59 µM]	·	29%	-22%	-26%	-22%	-14%	-10%
Cn1cc(S(=O)(=O)Nc2ccc(Cl)cc2Cl)c(=O)n(C)c1=O	-1%	·	9%	-17%	-10%	6%	-4%	35%[activator]	3%
O=C(COc1ccc(F)cc1Br)N1CCc2ccccc21	-24%	-5%[59 µM]	2%	2%	-8%	3%	-13%	1%	0%
CN1C/C(=N\S(=O)(=O)c2ccccc2)N(C)C1=O	-5%	-9%	2%	31%	-4%	16%	-17%	6%	0%
CC1=NN(c2ccc([N+](=O)[O-])cc2)C(c2ccccc2)C1 (stereo unspecified)	-3%	-9%[59 µM]	-1%	-14%	-12%	2%	-2%	-4%	-7%
COc1ccc(CC(=O)N2CCN(c3ccccc3OC)CC2)cc1OC	-5%	?	16%	134%[activator]	-6%	1%	-3%	-4%	-2%
COc1ccc2nc(N3C(=O)CC(Cc4cc(C)cc(C)c4)C3=O)sc2c1 (stereo unspecified)	-14%	·	-5%	25%	-17%	2%	-14%	-23%	-7%
Cc1ccccc1OCC(=O)NCC(c1cccs1)N1CCOCC1 (stereo unspecified)	-2%	6%	12%	30%	-2%	·	-15%	5%	·

Individual results from the entries so far.
Cn1cc(S(=O)(=O)Nc2ccc(Cl)cc2Cl)c(=O)n(C)c1=O – Pol beta inh = 6%
O=C(COc1ccc(F)cc1Br)N1CCc2ccccc21 – JMJD2A Tudor inh = -8%
COc1ccc(CC(=O)N2CCN(c3ccccc3OC)CC2)cc1OC – APEX1 inh = 16%
COc1ccc2nc(N3C(=O)CC(Cc4cc(C)cc(C)c4)C3=O)sc2c1 (stereo unspecified) – APEX1 inh = -5%
Cc1ccccc1OCC(=O)NCC(c1cccs1)N1CCOCC1 (stereo unspecified) – BAZ2B block = 5%
CC1=NN(c2ccc([N+](=O)[O-])cc2)C(c2ccccc2)C1 (stereo unspecified) – JMJD2A Tudor inh = -12%
